# influenza NS1A – H1N1 influenza NS1A inhibitors, functional cell based assay (AID 504329). NS1A functional cell-based assay, percent inhibition; higher % means a stronger effect. one-dose inhibition, % at 12.5 µM; IC50 in µM for titrated hits. hit rate 0.3% among 340,000; in the data active = a potency from the dose series; inconclusive = inhibition above about 27% without an active follow-up result; note: strong numbers were not always called active
# M. tuberculosis – growth inhibition of non-replicating M. tuberculosis (AID 488890); hit rate 0.39% among 320,000; one-dose inhibition, % at 25 µM; IC50 in µM for titrated hits; Mycobacterium tuberculosis non-replicating, growth inhibition; higher % means a stronger effect; in the data active = a potency from the dose series; inconclusive = inhibition mostly from about 82% at the one dose, without a potency; inactive = the rest, 99 in 100 with inhibition below about 76%;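 note: plate controls were DMSO cells for no effect and high antibiotic wells for full effect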
# VEEV TC-83 Vero – inhibitors of VEEV TC-83 cytopathic effect, confirmation, Vero cells (AID 588727); inhibition, % at 20 µM; hits with a dose series show IC50 in µM; hit rate 0.13% among 350,000; Vero cells, VEEV TC-83 cytopathic effect inhibition; higher % means a stronger effect; in the data active = a potency from the dose series; inconclusive = inhibition mostly from about 14% at the one dose, without a potency; inactive = the rest, 99 in 100 with inhibition below about 12%; note: strong numbers were not always called active
# PhoP GFP inhibition – PhoP regulon inhibitors, Salmonella typhi PhoP promoter GFP reporter, confirmatory (AID 1850). Salmonella Typhi PhoP-promoter GFP reporter, fluorescence, 4 h; higher % means a stronger effect. inhibition, % at 50 µM; hits with a dose series show IC50 in µM. hit rate 0.33% among 310,000; in the data active = a potency from the dose series; inconclusive = inhibition mostly from about 25% at the one dose, without a potency; inactive = the rest, 99 in 100 with inhibition below about 19%;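 note: 0% = induced wells with vehicle and 100% = uninduced wells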
# H37Rv inhibition – M. tuberculosis growth inhibition, HTS (AID 449762) | hit rate 0.59% among 330,000 | inhibition, % at 25 µM, or IC50 in µM where a hit was titrated | M. tuberculosis H37Rv growth inhibition, 7H9 media; higher % means a stronger effect; in the data active = a potency from the dose series; inconclusive = inhibition above about 70% without an active follow-up result;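 note: bacterial growth assessed after seven days of incubation; strong numbers were not always called active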
# VEEV TC-83 Vero 10K pilot screen – further read-out of VEEV TC-83 Vero, marked with its call; inhibition, %; measured here: 10K pilot screen inhibition
# * marks the source's active call; other numbers are inactive results; i = inactive; u = inconclusive; x = not tested or not shown.
SMILES,influenza NS1A,M. tuberculosis,VEEV TC-83 Vero,PhoP GFP inhibition,H37Rv inhibition,others
CS(=O)(=O)N(CC(=O)O)Cc1cccc(CN(CC(=O)O)S(C)(=O)=O)c1,-1%,14%,i,-3%,-2%,
CCc1ccc(OCC(=O)O/N=C(\N)c2cccnc2)cc1,x,62%,i,-5%,-4%,
CN1OCC2Cn3c(nc4ccccc43)C21 (stereo not given),-7%,-20%,i,-7%,-15%,
O=C(OCCC1Oc2cccnc2NC1=O)c1ccc(Cl)cc1 (stereo not given),0%,39%,0.7%,3%,5%,
C#CCOCCOCCOCCNc1nc(N2CCN(C(=O)[C@H](CCCCN)n3cc([C@@H](N)C(C)CC)nn3)CC2)nc(N2CCN(C(=O)[C@H](Cc3cc4ccccc4[nH]3)n3cc([C@@H](N)C(C)CC)nn3)CC2)n1 (stereo not given in full),2%,78%,0.2%,x,29%,VEEV TC-83 Vero 10K pilot screen=3.1
COc1ccccc1CNC(=O)C(NC(=O)C1CCCCC1)C(C)C (stereo not given),-8%,18%,0.7%,-2%,9%,
Cc1ccc(C)c(C(=O)CN2C(=O)c3ccccc3S2(=O)=O)c1,-2%,8%,0.2%,-9%,5%,
COc1ccc(S(=O)(=O)N2CCC(C(=O)Nc3nnc(C)s3)CC2)cc1OC,-14%,-10%,3.0%,4%,-1%,
O=C(c1cc2c(s1)CCCC2)N1CCN(S(=O)(=O)c2ccccc2C(F)(F)F)CC1,-4%,7%,i,-1%,-2%,
Fc1ccc(-c2csc3ncnc(N4CCN(c5ccccc5)CC4)c23)cc1,7%,5%,4.7%,3%,5%,
c1ccc2c(C[C@@H]3CNCCN3CC3CCCCC3)cccc2c1,6%,63%,i,-1%,u,
O=C(NCCc1ccccc1)C1CCCN(c2cnccn2)C1 (stereo not given),-2%,4%,0.4%,-20%,11%,
Cc1ccnc(NC(=O)CCC(=O)N(CC(=O)NCc2ccccc2)Cc2ccc(F)cc2)c1,3%,-1%,0.1%,-20%,14%,
C=CCNc1scc(-c2ccccc2)[n+]1CC=C,5%,32%,8.5%,6%,-4%,
O=C(CC12CC3CC(CC(C3)C1)C2)NCC(=O)N1CCc2ccccc2C1,2%,-12%,1.3%,21%,-11%,
COc1cccc(NC(=O)CN(C)C(=O)C(C)Sc2ccccc2)c1 (stereo not given),-16%,x,1.9%,x,x,
Cc1nn(-c2ccc(F)cc2)c2sc(C(=O)N3CCCCCC3)cc12,-4%,6%,9.6%,3%,0%,
N=c1sccn1CC(=O)Nc1cccc(S(N)(=O)=O)c1,10%,7%,1.1%,14%,-1%,
CCCn1c(SCC(=O)Nc2nc3c(s2)CCCC3)nc2c1c(=O)n(C)c(=O)n2C,8%,8%,i,-5%,-7%,
C#CCOC(=O)C[N+](C)(C)CC=C,2%,2%,0.4%,4%,0%,
O=C(COc1ccc2ccccc2c1)N1CCN(C2CCN(Cc3ccccc3)CC2)CC1,1%,24%,i,9%,3%,
COc1ccc(CN2CCNC(=O)C2CC(=O)NC2CCCCCC2)cc1C (stereo not given),6%,34%,i,-1%,2%,
Cc1ccccc1S(=O)(=O)N1CC(C(=O)O)=CC[C@H]1c1ccc(Cl)cc1,1%,-4%,i,3%,2%,
CCN1CCN(S(=O)(=O)c2ccc(Cl)c(C(=O)Nc3cc(Cl)ccc3N3CCOCC3)c2)CC1,19%,20%,2.6%,-9%,8%,
CCOc1ccc(S(=O)(=O)Nc2cccc(C(=O)NCC(c3ccco3)N3CCCC3)c2)cc1 (stereo not given),-5%,33%,i,x,-5%,

# 17 compounds already listed, sorted by molar mass, largest number first.
SMILES,influenza NS1A,M. tuberculosis,VEEV TC-83 Vero,PhoP GFP inhibition,H37Rv inhibition,others
C#CCOCCOCCOCCNc1nc(N2CCN(C(=O)[C@H](CCCCN)n3cc([C@@H](N)C(C)CC)nn3)CC2)nc(N2CCN(C(=O)[C@H](Cc3cc4ccccc4[nH]3)n3cc([C@@H](N)C(C)CC)nn3)CC2)n1 (stereo not given in full),2%,78%,0.2%,x,29%,VEEV TC-83 Vero 10K pilot screen=3.1
CCN1CCN(S(=O)(=O)c2ccc(Cl)c(C(=O)Nc3cc(Cl)ccc3N3CCOCC3)c2)CC1,19%,20%,2.6%,-9%,8%,
CCOc1ccc(S(=O)(=O)Nc2cccc(C(=O)NCC(c3ccco3)N3CCCC3)c2)cc1 (stereo not given),-5%,33%,i,x,-5%,
O=C(c1cc2c(s1)CCCC2)N1CCN(S(=O)(=O)c2ccccc2C(F)(F)F)CC1,-4%,7%,i,-1%,-2%,
CCCn1c(SCC(=O)Nc2nc3c(s2)CCCC3)nc2c1c(=O)n(C)c(=O)n2C,8%,8%,i,-5%,-7%,
O=C(COc1ccc2ccccc2c1)N1CCN(C2CCN(Cc3ccccc3)CC2)CC1,1%,24%,i,9%,3%,
COc1ccc(S(=O)(=O)N2CCC(C(=O)Nc3nnc(C)s3)CC2)cc1OC,-14%,-10%,3.0%,4%,-1%,
Cc1ccccc1S(=O)(=O)N1CC(C(=O)O)=CC[C@H]1c1ccc(Cl)cc1,1%,-4%,i,3%,2%,
COc1ccc(CN2CCNC(=O)C2CC(=O)NC2CCCCCC2)cc1C (stereo not given),6%,34%,i,-1%,2%,
O=C(CC12CC3CC(CC(C3)C1)C2)NCC(=O)N1CCc2ccccc2C1,2%,-12%,1.3%,21%,-11%,
COc1ccccc1CNC(=O)C(NC(=O)C1CCCCC1)C(C)C (stereo not given),-8%,18%,0.7%,-2%,9%,
c1ccc2c(C[C@@H]3CNCCN3CC3CCCCC3)cccc2c1,6%,63%,i,-1%,u,
O=C(NCCc1ccccc1)C1CCCN(c2cnccn2)C1 (stereo not given),-2%,4%,0.4%,-20%,11%,
CCc1ccc(OCC(=O)O/N=C(\N)c2cccnc2)cc1,x,62%,i,-5%,-4%,
C=CCNc1scc(-c2ccccc2)[n+]1CC=C,5%,32%,8.5%,6%,-4%,
CN1OCC2Cn3c(nc4ccccc43)C21 (stereo not given),-7%,-20%,i,-7%,-15%,
C#CCOC(=O)C[N+](C)(C)CC=C,2%,2%,0.4%,4%,0%,

# Continuation.
SMILES,influenza NS1A,M. tuberculosis,VEEV TC-83 Vero,PhoP GFP inhibition,H37Rv inhibition,others
Cc1ccc(S(=O)(=O)NCCCCCC(=O)NC(C)(C)CO)cc1,-3%,-4%,1.3%,9%,-4%,
Cc1c(Cl)cccc1NC(=O)N1CCCC1,-11%,32%,0.0%,-5%,4%,
COc1ccc(CCNC(=O)COC(=O)c2ccccc2NCCO)cc1OC,2%,1%,3.2%,1%,1%,
Cc1[nH]n(-c2ccccc2)c(=O)c1C(=O)c1ccc(Cl)cc1,-19%,u,9.5%,-3%,67%,
Cc1ccc2c(c1)C(O)(C1COC(C)(C)CC1=O)C(=O)N2C (stereo not given),13%,58%,0.3%,-8%,-4%,
COc1ccc(CNC(=O)c2ccc(=O)oc2)cc1OC,1%,-4%,1.4%,8%,-7%,VEEV TC-83 Vero 10K pilot screen=0.2
CCC(=O)c1ccc(OC(=O)N2CCOCC2)cc1,-8%,2%,1.5%,0%,1%,
COc1cc2ncnc(NCc3ccccc3C)c2cc1OC,-6%,1%,8.1%,-8%,-3%,
Cc1nn(C)cc1NC(=O)c1ccc(Br)o1,0%,-4%,0.9%,-4%,-1%,
COCCNS(=O)(=O)c1ccc(-c2ccc(C)cc2)cc1,7%,x,i,0%,x,
Cc1ccc(C(=O)N(NC2=NS(=O)(=O)c3ccccc32)S(=O)(=O)c2ccc(C)cc2)cc1,2%,-16%,1.4%,0%,-2%,
O=C(NCc1cccnc1)c1noc2c1CCCCC2,-13%,-2%,i,-6%,-4%,
Cc1ccc(C(O)c2nc3ccccc3n2C(C)C)cc1 (stereo not given),-14%,42%,3.9%,5%,-1%,
CCN(C(=O)CSc1nc2nc(C)cc(C)n2n1)C1CCS(=O)(=O)C1 (stereo not given),2%,-8%,0.3%,0%,-6%,
CCOC(=O)CNC(=O)N(CCOC)CC1CCCN(C2Cc3ccccc3C2)C1 (stereo not given),-5%,0%,0.1%,0%,0%,
COc1ccc(OCC(O)CN(CCO)CC(O)Cn2ccc3ccccc32)cc1 (stereo not given),-14%,0%,i,-5%,0%,
Cc1ccccc1C(=O)NC(=S)Nc1sc2c(c1C#N)CCCC2,6%,-11%,4.5%,6%,-1%,
COc1ccc(OC)c(CN(CCN2CCOCC2)S(=O)(=O)c2ccc(NC(C)=O)cc2)c1,-5%,-6%,13%,6%,-11%,
O=C(COc1cccc(F)c1)NNC(=O)c1cccc(-n2cccc2)c1,-15%,8%,1.7%,-6%,1%,
COc1ccc(NC(=O)Nc2ccc(C)cc2Br)c(OC)c1,-2%,-10%,0.9%,6%,-1%,
O=C(CSc1nnc(-c2ccccc2)n1CC1CCCO1)N1CCCC1 (stereo not given),-1%,-7%,1.4%,4%,-10%,
C=CCn1c(N)cc(=O)nc1SCC(=O)Nc1ccccc1,-6%,6%,1.5%,3%,-1%,
CS(=O)(=O)N(CCc1ccccc1)CC(=O)N1CCN(Cc2ccc3c(c2)OCO3)CC1,4%,10%,i,1%,9%,
Cc1cc(C)nc(NS(=O)(=O)c2ccc(NC(=O)c3ccc(O)cc3O)cc2)n1,-1%,25%,1.3%,-6%,8%,
OCCNc1nc(Nc2ccccc2O)nc(N2CCCC2)n1,3%,-1%,0.2%,-10%,-10%,VEEV TC-83 Vero 10K pilot screen=0.9
# (more compounds)
SMILES,influenza NS1A,M. tuberculosis,VEEV TC-83 Vero,PhoP GFP inhibition,H37Rv inhibition,others
COCC1CCN(Cc2nc(Cc3ccccc3Cl)no2)CC1,-10%,26%,0.1%,-12%,5%,
COc1ccc(C(=O)N2CCC(n3c(C)nc4cc(F)ccc43)CC2)cc1OC,-2%,-1%,2.4%,4%,0%,
CCOc1ccc(N(CC(=O)N2CCN(C(=O)CN(c3ccc(OCC)cc3)S(C)(=O)=O)CC2)S(C)(=O)=O)cc1,-2%,21%,i,-3%,5%,
COc1cc(/C=N/Nc2ccc(C(=O)O)cc2)cc(OC)c1OC,21%,11%,0.1%,18%,3%,
COc1ccc(NS(=O)(=O)c2cccc(C(=O)NCC(c3ccc(OC)cc3)N3CCOCC3)c2)cc1 (stereo not given),-2%,4%,i,-8%,-11%,
COc1ccc(C(C(=O)NCC2CCCO2)N(C(=O)CNC(=O)c2ccco2)c2cc(C)cc(C)c2)cc1OC (stereo not given),-9%,12%,0.5%,-1%,4%,
O=C(CNC(=O)c1cc2ccccc2o1)NCc1cccs1,-2%,68%,1.6%,-8%,-2%,
C/C(=N/N1CCN(c2ccccn2)CC1)c1ccc([N+](=O)[O-])cc1,5%,3%,1.1%,-3%,2%,
CCOc1ccccc1CNS(=O)(=O)c1cc(-c2cc(C)no2)ccc1OC,4%,18%,6.8%,2%,0%,
Nc1nc2c(ncn2CCC(CO)CO)c(=O)[nH]1,x,-17%,x,1%,0%,
c1ccc(-c2ncc3c(ccc4ccccc43)n2)cc1,-7%,10%,0.5%,11%,-2%,
CCCCNC(=O)CSc1nc2ccccc2c(=O)n1CCNC(C)=O,0%,-3%,1.5%,-16%,-5%,
Cc1cccc(C(CC(=O)N2CCCCC2)c2ccccc2)c1O (stereo not given),-4%,27%,2.8%,-4%,7%,
CN(Cc1ccc(N(C)C)cc1)C(=O)c1cc2ccccc2o1,15%,u,0.7%,-2%,4%,
O=C(CCCCCn1c(=S)[nH]c2ccccc2c1=O)N1CCOCC1,2%,6%,2.8%,-11%,-2%,
O=C(Nc1cccc([N+](=O)[O-])c1)NC1CCCCCCC1,-6%,63%,0.8%,-4%,u,
COc1ccc(CCNC(=O)CCC(=O)n2ncc3cc(C)ccc32)cc1OC,0%,-10%,0.8%,3%,-2%,
O=C(O)CSc1cc(C(=O)c2cc(F)ccc2O)cn2c(=O)c3c(-c4ccccc4)csc3nc12,4%,19%,6.5%,-17%,1%,
Cc1ccc(/C=C2/Sc3ccccc3N(CC(=O)NCC3CCCO3)C2=O)cc1 (stereo not given),-7%,26%,9.7%,2%,9%,
COc1ccc(-c2cc(C(=O)NC(C)C)no2)cc1,-15%,3%,4.1%,4%,-7%,
COC(=O)C(NC(=O)c1ccccc1)=C1C=C(C)OC(C)=C1,-2%,1%,1.3%,-30%,-2%,VEEV TC-83 Vero 10K pilot screen=0.1
Cc1oc(-c2ccccc2Cl)nc1CN1C(=O)CN=C(c2ccccc2)c2ccccc21,-6%,11%,4.5%,-4%,-3%,
COc1ccc(/C=N/NC(=O)c2ccc(COCC(F)(F)C(F)F)cc2)cc1,-6%,11%,0.6%,4%,0%,
c1cnc2c(OCc3cn4cccnc4n3)cccc2c1,-1%,x,5.4%,5%,7%,
O=C(c1ccco1)N(CCCN1CCOCC1)c1nc(-c2ccc(F)cc2)cs1,6%,13%,4.0%,-11%,24%,

# Screening data (PubChem)
